MCF10A rerep: inducers of DNA re-replication in MCF 10A breast cells. MCF 10A DNA re-replication, Hoechst nuclear intensity, 48 h. Potency, µM (highest dose often 46.1 µM), without a hit: top-dose activity, positive = re-replication, most hits filed as activators. actives 2.9% (n = 350,000); also: % of control where 0% means no effect; nearly all actives have a fitted effect of over 50% in size
ATXN viability: cell viability loss in ATXN counter-screen; S2 cells (HEK-293 line with an ATXN2-luciferase reporter) viability, CellTiter-Fluor protease fluorescence, 24 h; actives 0.49% (n = 400,000); Potency, µM (titrated, usually from 56.7 µM), usual class: cytotoxic; AID 651635; also: nearly all actives have a fitted effect of over 40% in size
A549 tox: A549 cytotoxicity, counter-screen for Nrf2 inhibitors. A549 ARE-Fluc cells, CellTiter-Fluor viability, 18-24 h. Potency, µM (highest dose often 46 µM), without a hit: at the highest dose activity change, negative = cytotoxicity, actives largely listed as inhibitors. actives 0.16% (n = 390,000). AID 504648; also: % is scaled to controls: 0 for no effect and ±100 for the full control effect
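A549 ARE_Fluc cells in 5% FBS OPTI-MEM were exposed to compounds in concentration-response for 18-24 h at 37 deg C. Viability was read by CellTiter-Fluor fluorescence (Ex 405/Em 525) after 30 min, before the luciferase read.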
ATXN2 expr inh: ATXN2 expression inhibition; HEK-293 ATXN2-luciferase reporter, luminescence, 24 h; Potency, µM (titrated, usually from 57 µM), without a hit: top-dose activity change, negative = inhibition, hits mostly inhibitors; actives 0.72% (n = 360,000); AID 1745845; also: % is scaled to controls: 0 for no effect and ±100 for the full control effect; nearly all actives have a fitted effect of over 55% in size
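ATXN2-luciferase reporter cells (luciferase flanked by upstream and downstream ATXN2 gene portions) were treated 24 h at 37 °C with compounds at up to 57 uM. SteadyGlo luminescence gave expression; GF-AFC fluorescence gave viability.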
Nrf2 activator: Nrf2 pathway activation; actives 0.31% (n = 410,000); AREc32 ARE-luciferase reporter (MCF7-derived line), luminescence, 24 h; Potency, µM (titrated, usually from 46.1 µM), inactives show at the highest dose activation, usual class: activators; also: % of control where 0% means no effect; nearly all actives have a fitted effect of over 65% in size
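Quantitative high-throughput format: AREc32 reporter cells, 1000 per well, received compound by pin transfer and were incubated 24 hr at 37 deg C, 5% CO2, before Steady-Glo luminescence detection.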
HepG2 tox: HepG2 cytotoxicity, counter-screen for TGF-b inhibitors. actives 0.76% (n = 410,000). HepG2 CAGA-GFP viability, ATP luminescence, 18 h. Potency, µM (top dose mostly 46.1 µM), without a hit: top-dose activity change, negative = cytotoxicity, actives largely listed as cytotoxic; also: some results filed as inactive show a strong effect at the top dose
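CellTiter-Glo luminescence gave cytotoxicity after 18 hours at 37 degrees C. The cells were HepG2 CAGA-GFP in 1% FBS DMEM, stimulated with 500 pg/mL TGF-beta after compound addition. %Activity was normalised to no-cell wells (complete cell-killing) and DMSO (no toxicity), and curves were fitted and classified.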
EPAC2 antagonist: EPAC2 (human) antagonism. Q8WZA2. EPAC2 GEF exchange of Rap1B-BODIPY-GDP, fluorescence. Potency, µM (highest dose often 114 µM), for inactives: at the top dose activity, negative = inhibition, actives largely listed as inhibitors. actives 0.18% (n = 360,000); also: % is scaled to controls: 0 for no effect and ±100 for the full control effect; nearly all actives have a fitted effect of over 45% in size; many of its hits are not listed in these tables
Target sequence (Q8WZA2 whole entry, looked up): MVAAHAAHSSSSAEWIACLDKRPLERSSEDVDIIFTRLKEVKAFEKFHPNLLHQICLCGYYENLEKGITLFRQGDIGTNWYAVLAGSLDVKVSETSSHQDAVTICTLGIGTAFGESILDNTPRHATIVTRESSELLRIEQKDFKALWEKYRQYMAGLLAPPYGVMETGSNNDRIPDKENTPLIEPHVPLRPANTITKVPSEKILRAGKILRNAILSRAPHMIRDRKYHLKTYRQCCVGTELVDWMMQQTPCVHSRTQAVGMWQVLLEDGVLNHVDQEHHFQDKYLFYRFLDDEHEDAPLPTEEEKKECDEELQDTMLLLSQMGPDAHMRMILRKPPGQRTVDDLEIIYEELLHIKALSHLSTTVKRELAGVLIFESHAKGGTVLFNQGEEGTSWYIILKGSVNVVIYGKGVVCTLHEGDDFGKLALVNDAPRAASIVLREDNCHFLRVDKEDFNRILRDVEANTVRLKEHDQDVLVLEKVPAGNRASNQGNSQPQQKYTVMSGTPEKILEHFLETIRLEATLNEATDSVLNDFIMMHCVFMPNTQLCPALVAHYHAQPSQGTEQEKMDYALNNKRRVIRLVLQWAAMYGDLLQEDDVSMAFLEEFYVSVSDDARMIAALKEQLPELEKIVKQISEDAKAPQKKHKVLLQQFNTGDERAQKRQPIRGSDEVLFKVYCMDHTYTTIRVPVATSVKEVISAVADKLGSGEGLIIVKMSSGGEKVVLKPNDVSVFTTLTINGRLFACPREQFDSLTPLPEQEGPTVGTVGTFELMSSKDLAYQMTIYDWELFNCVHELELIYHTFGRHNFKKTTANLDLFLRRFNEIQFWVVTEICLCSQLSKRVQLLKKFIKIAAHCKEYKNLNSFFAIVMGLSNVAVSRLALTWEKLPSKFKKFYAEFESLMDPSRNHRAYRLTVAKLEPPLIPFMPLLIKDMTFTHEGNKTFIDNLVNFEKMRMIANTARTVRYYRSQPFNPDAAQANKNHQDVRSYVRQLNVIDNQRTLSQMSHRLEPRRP
Nrf2 inh: inhibitors of Nrf2 signaling; A549 ARE-Fluc reporter, luciferase luminescence, 18-24 h; Potency, µM (top dose mostly 46 µM), inactives show at the highest dose activity change, negative = inhibition, most hits filed as inhibitors; actives 2.1% (n = 360,000); also: % is scaled to controls: 0 for no effect and ±100 for the full control effect; nearly all actives have a fitted effect of over 60% in size
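In this cell-based qHTS, ARE-driven firefly luciferase in A549 cells reports Nrf2 activity; the luminescent signal after BugLite lysis is the measured value, with a prior CellTiter-Fluor read for cell health.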
TGFb SMAD3 inh: TGF-b pathway inhibition. HepG2 CAGA-GFP TGF-b/SMAD3 reporter, GFP fluorescence, 18 h; TGF-beta stimulated, 500 pg/mL final. Potency, µM (series often up to 46.1 µM), without a hit: at the highest dose activity, negative = inhibition, most hits filed as inhibitors. actives 1.2% (n = 410,000). AID 588855; also: % is scaled to controls: 0 for no effect and ±100 for the full control effect; nearly all actives have a fitted effect of over 65% in size
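Inhibition was scored as loss of TGF-beta-induced (500 pg/mL final, 18 hours, 37 degrees C) GFP in HEPG2 cells carrying a CAGA-GFP reporter, in DMEM with 1% FBS. Well GFP was summed per cell; Activity was normalised to unstimulated and stimulated DMSO wells, then concentration-response fitting.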
* = called active by the depositor; i = inactive; ? = inconclusive; . = not tested or not shown; & = joins results of further samples; [ ] = dose if it differs, or a comment. Calls follow the shape of the dose curve; as a rule, active = well fitted curve in the direction sought with a large enough effect; inconclusive = small, poorly fitted or top-dose-only effect, or another doubt; inactive = no such curve, though single readings can be large; an effect the other way counts as inactive or inconclusive. Potency is read from the fitted curve at half-maximal effect. A portion of the library, so the mix of outcomes need not match the whole.

SMILES | MCF10A rerep | ATXN viability | A549 tox | ATXN2 expr inh | Nrf2 activator | HepG2 tox | EPAC2 antagonist | Nrf2 inh | TGFb SMAD3 inh
O=C(N=Nc1c(O)[nH]c2ccccc12)c1cccc(S(=O)(=O)Nc2ccccc2Cl)c1 | 0.7% | i | -0.9% | . | -0.4% | 2.8% | 2.3%[57.1 µM] | -3.1% | -8.5%
O=C1CC(N2CCN(c3ccccc3Cl)CC2)C(=O)N1c1ccc(F)cc1 (stereo not drawn) | 15.7% | i | -2.5% | 1.3% | 0.0% | 1.5% | -2.9% | -34.5% | -1.6%
Cc1c(C)c2c(OCC(=O)NCC(O)c3ccccc3)cc3c(c2oc1=O)CCC(C)(C)O3 (stereo not drawn) | 3.0% | i | -7.6% | 2.1% | 0.1% | -0.8% | 1.6% | -14.0% | -4.3%
O=C(COC(=O)CNS(=O)(=O)c1ccc(Cl)cc1)NC1CCCCC1 | 2.3% | i | 0.6% | -9.9% | 0.2% | -17.0% | 4.3% | 6.2% | -27.6%
CCC(Oc1ccc(F)cc1)C(=O)Nc1nc2c(s1)CCCC2 (stereo not drawn) | . | . | -2.6% | . | 4.1% | 1.3% | . | ? | 0.0%
COc1ccc(C2C=C(c3ccc(C)cc3)Nc3ncnn32)cc1 (stereo not drawn) | 4.6% | i | -10.0% | 70.6%[activator] | 4.8% | -8.8% | -0.7% | ? | 0.0%
O=C(Nc1ccc(Br)cc1)c1cc(S(=O)(=O)NC2CCCC2)ccc1F | . | ? | -5.4% | ? | 0.7% | -61.5% | . | . | ?
CCn1c(SCC(=O)Nc2cccc(S(=O)(=O)N(C)c3ccccc3)c2)nnc1C1CC1 | 11.6% | i | -11.9% | -16.5% | 0.3% | -15.7% | -4.4% | ? | -10.0%
CC(C)CN1CCN(CCCOC(=O)Nc2cccc3ccccc23)CC1C (stereo not drawn) | ? | i | -7.3% | -30.4% | 0.0% | -7.4% | 8.3% | 0.6% | 17.6%
CCCCNc1c(-c2ccc(OC)c(SC(C)CC)c2)nc2cc(C)ccn12 (stereo not drawn) | 20.6µM* | 31.6µM* | ? | 25.1µM* | -3.1% | 11.2µM* | ? | ? | 11.2µM*
CCOc1ccc(S(=O)(=O)N2CCN(c3ccc(C)cc3C)CC2)c2ccccc12 | . | i | 10.9% | 6.0% | -2.0% | -29.3% | . | -0.5% | -17.8%
COc1cc(OC)cc(-c2nc3nc(C)c(CCC(=O)Nc4ccc(Cl)cc4)c(C)n3n2)c1 | . | i | 2.2% | -13.5% | -1.2% | -20.9% | . | -3.7% | -14.9%
O=C(CNC(=O)c1ccc(F)cc1)N/N=C/c1cc(Br)ccc1OC(=O)/C=C/c1ccco1 | ? | ? | -0.5% | 8.91µM* | 1.2% | -52.2% | 14.5% | -25.6% | ?
CCOC(=O)C1=C(C)N=C2SC(C)C(=O)N2C1c1ccccc1 (stereo not drawn) | 1.9% | i | -4.1% | 1.2%[11.3 µM] | -0.5% | -0.6% | ? | 9.5% | -3.9%
CCOC(=O)Cn1c(CN2CCOCC2)nc2c1c(=O)[nH]c(=O)n2C | -2.2% | i | 6.1% | 5.7% | -0.2% | -4.6% | -2.7% | -21.9% | 1.0%
CCn1nnnc1SCC(=O)N1c2ccccc2CCc2ccccc21 | 2.1% | i | 8.2% | 0.7% | -0.6% | 5.7% | 3.1% | 6.6% | 12.3%
CS(=O)(=O)N1CCN(c2ccccc2NC(=O)CSc2nnc(-c3ccco3)o2)CC1 | -8.8% | i | -0.6% | 3.6% | -0.4% | -4.4% | 4.0% | 4.9% | -5.3%
CC1CN=C(N(C(=O)Nc2ccccc2)C(C)C)S1 (stereo not drawn) | 2.7% | i | 8.4% | 7.4% | 0.6% | -0.9% | 10.8% | 2.8% | 0.0%
Cc1ccc(SCc2ccc(C(=O)NCc3ccncc3)cc2)cc1 | -7.6% | i | -3.1% | -13.6% | 0.0% | -8.1% | 9.6% | ? | -2.3%
O=C(NCc1ccc(F)cc1)c1ccc(N2CCOCC2)c([N+](=O)[O-])c1 | 0.4% | i | -1.1% | 3.2% | -0.2% | -3.4% | -0.3% | -13.9% | 3.9%
CCOC(=O)C1(Cc2cccc(OC)c2)CCCN(C(=O)c2ccc(OC)o2)C1 (stereo not drawn) | 1.7% | ? | -2.9% | 88.4%[activator] | 3.6% | -0.5% | 13.3% | ? | ?
O=C(CSCC(=O)NC1CC1)Nc1ccccc1 | 0.1% | i | -6.4% | 3.0% | -0.2% | 1.8% | 10.1% | 24.7% | -6.0%
O=C(N/N=C/c1ccc(-c2cccc(C(F)(F)F)c2)o1)c1cccc(F)c1 | ? | ? | -9.1% | ? | -0.4% | -25.2% | -9.2% | . | ?
Cc1ccc(CN2C(=O)C(O)(c3c[nH]c4ccccc34)c3cc(Cl)ccc32)cc1 (stereo not drawn) | . | i | ? | ? | -3.4% | 12.6µM* | . | -26.6% | 2.82µM*
O=C(NN=Cc1cccc([N+](=O)[O-])c1)c1cc(-c2cccnc2)nc2ccccc12 | . | i | -18.2% | -16.5% | 2.3% | -8.6% | 0.1% | -33.3% | 7.5%
(listing goes on)
SMILES | MCF10A rerep | ATXN viability | A549 tox | ATXN2 expr inh | Nrf2 activator | HepG2 tox | EPAC2 antagonist | Nrf2 inh | TGFb SMAD3 inh
O=C(NCCc1ccncc1)c1ccccc1F | 1.7% | i | 12.1% | 8.7% | 2.9% | -26.3% | -3.4% | 17.5% | -10.3%
Cc1ccc(C(=O)CSc2nnc(COc3cccc4cccnc34)o2)cc1 | -0.8% | i | -1.1% | 4.9% | 5.6% | -7.1% | -10.3% | -19.1% | ?
COc1ccc(CC(=O)OCC(=O)Nc2cccc(Br)c2)cc1 | 4.2% | i | 3.5% | -16.1% | 0.1% | 5.0% | -9.4% | -10.3% | 6.6%
CCc1nc2nc(C)cc(Nc3cc(C)ccc3C)n2n1 | . | ? | 1.4% | -3.2% | -0.9% | -4.5% | . | -2.1% | 3.8%
Cc1nc(C)c2c(c1C(F)(F)F)-c1ccccc1C2(F)F | ? | i | -0.8% | 8.7% | 0.1% | -1.7% | 13.1% | 10.2% | -10.2%
Cc1nc2ccc(S(=O)(=O)NCC(=O)O)cc2s1 | -2.3% | i | -3.3% | 5.9% | -0.2% | 16.6% | 11.4% | 16.3% | -18.8%
CCOC(=O)c1ccccc1NC(=O)CSc1cn(CC(=O)N2CCOCC2)c2ccccc12 | . | . | 5.3% | . | 0.0% | -15.9% | . | 3.7% | -2.0%
O=C(NCC(c1ccc(F)cc1)N1CCOCC1)c1ccc(-c2ccccc2)cc1 (stereo not drawn) | ? | i | -7.3% | -22.4% | -0.4% | -25.7% | 4.3% | -17.9% | 2.3%
COc1cc(C)c(C)cc1S(=O)(=O)NC1CC(C)(C)NC(C)(C)C1 | 20.3% | i | 8.9% | -19.5% | 0.0% | -11.9% | 0.3% | 19.6% | -4.1%
COc1ccc(CCNC2CC(=O)N(CCc3ccccc3)C2=O)cc1 (stereo not drawn) | ? | i | 8.4% | 3.3% | 0.0% | -10.6% | -8.1% | 8.2% | ?
Cc1cc(-c2c(C)[nH]n(-c3ccccc3)c2=O)n(-c2ccccc2)n1 | 0.7% | i | 0.3% | -1.9% | -0.4% | 11.1% | -0.1% | -12.2% | -5.6%
NC(=S)NNC(=O)Nc1cccc(Cl)c1 | 0.1% | i | -0.3% | -20.5% | -0.4% | -0.2% | -8.1% | -4.9% | 0.9%
COC(=O)[C@@]1(Cc2ccccc2)[C@H]2C(=O)N(Cc3ccccc3)C(=O)[C@H]2[C@H]2CN=C(SCc3ccc(C)cc3)N21 | 4.7% | i | -0.4% | -3.9% | 6.8% | -23.3% | -6.4% | -12.3% | ?
CCOc1ccc(/C=N/n2c(-c3ccccc3)n[nH]c2=S)cc1 | 12.1% | i | -3.7% | -3.1% | 0.2% | -16.4% | 3.2% | ? | -11.2%
CCCN(C(=O)CSCC(=O)Nc1cccc(C)c1)c1c(N)n(Cc2ccccc2)c(=O)[nH]c1=O | 1.9% | i | -1.7% | 9.5% | -0.7% | 4.4% | 0.7% | 10.6% | -11.9%
Cc1cc(C)c2nc(N3C(=O)C(O)=C(C(=O)c4ccco4)C3c3ccc(O)cc3)sc2c1 (stereo not drawn) | ? | i | ? | 4.9% | 3.6% | 11.0% | -5.4% | -2.3% | -1.9%
O=C(NCCc1c[nH]c2ccccc12)C(=O)NCC1OCCN1S(=O)(=O)c1ccc(Cl)cc1 (stereo not drawn) | ? | ? | -11.9% | -18.2% | -1.2% | -30.1% | -0.3% | 23.1µM* | -5.5%
CC(C)(C)SCCNC(=O)c1ccc(Cl)c([N+](=O)[O-])c1 | 1.9% | i | 6.8% | 4.3% | ? | 5.1% | 6.8% | ? | -16.2%
CCN(c1ccc(OC)cc1)S(=O)(=O)c1nnc(NC(=O)COc2ccc(F)cc2)s1 | 1.4% | i | -23.0%&-22.3% | -9.4% | -0.2%&0.9% | -40.2%&-14.2% | -1.5% | ? | -14.1%&0.0%
Cc1ccccc1C(=O)N1CCC(C(=O)N2CCN(S(=O)(=O)c3ccccc3F)CC2)CC1 | 36.5% | i | 1.9% | -0.3% | -0.4% | -5.8% | -0.4% | 5.6% | 22.6%
COc1ccc(N(CC(=O)Nc2cc([N+](=O)[O-])ccc2C)S(C)(=O)=O)cc1OC | -11.4% | i | 4.9% | 10.5% | 1.7% | 20.3% | 0.9% | -14.3% | -5.3%
CC(=O)NC(Cc1ccc(C)cc1)C(=O)NC1CCN(c2ncccc2[N+](=O)[O-])CC1 (stereo not drawn) | 0.2% | ? | -13.6% | 6.1% | 0.1% | -5.6% | -1.6% | 10.9% | -20.3%
CN(CC(=O)Nc1ccc(Cl)c(C(F)(F)F)c1)C(=O)CCN1C(=O)C2CC=CCC2C1=O (stereo not drawn) | 10.8% | i | -9.0% | -10.4% | 1.8% | -0.4% | 0.9% | -16.0% | -23.6%

Screens deposited in PubChem by National Center for Advancing Translational Sciences (NCATS).
